High-throughput results (PubChem)
PI4K2A inh: qHTS for small molecular inhibitors of PI4K2A. purified PI4K2A, ADP-Glo luminescence, 1 h; hits give low values. activity change, negative = inhibition, % at 76.9 µM. actives 0.13% (n = 420,000). AID 1346378, 2018; in the data active means activity change below about -50%; inconclusive means mostly about -30% to -49%;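 further: -100% = wells without enzyme as full effect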
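PI4K2A activity was measured by ADP-Glo luminescence: enzyme (4 ug/mL stock) and phosphatidylinositol (1.2 mM stock) in Tris pH 7.5/MgCl2/EGTA/Triton X-100 buffer were reacted with ATP (300 microM stock) for one hour at ambient temperature.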
G9a inh: qHTS Assay for Inhibitors of Histone Lysine Methyltransferase G9a. Histone-lysine N-methyltransferase EHMT2 (Homo sapiens), Q96KQ7. G9a H3K9 monomethylation, AlphaScreen, 2 h. Potency, µM (top dose mostly 102 µM), inactives show top-dose activity, negative = inhibition, hits mostly inhibitors. actives 8.8% (n = 350,000). AID 504332, 2011; further: potency means the concentration at half of the fitted maximal effect; on the % scale 0 is the no-effect control and ±100 the full control effect; nearly all actives have a fitted effect of over 75% in size
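Compounds were preincubated with 20 nM G9a for 15 min, after which biotinylated H3K9 peptide (500 nM) and SAM (20 uM) started a 2 h room-temperature reaction. Monomethylated product was quantified by antibody-based AlphaScreen chemiluminescence.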
GLS inhibitor: qHTS for Inhibitors of Glutaminase (GLS) | Glutaminase kidney isoform, mitochondrial (Homo sapiens), O94925 | GLS enzymatic activity, qHTS titration | Potency, µM (series often up to 45.5 µM), inactives show at the highest dose activity change, negative = inhibition, most hits filed as inhibitors | actives 0.21% (n = 410,000); further: potency means the concentration at half of the fitted maximal effect; on the % scale 0 is the no-effect control and ±100 the full control effect
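hKGA in 45 mM KH2PO4 pH 8.2, 0.02% Tween-20 with pin-transferred compounds; 1 mM L-glutamine (stock) plus glutamate oxidase/HRP/Amplex Red coupling added. Fluorescence read initially and after 30 min at RT.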
Pin1 inhibitor: qHTS Assay to Find Inhibitors of Pin1. Pin1 FP peptide displacement, HiFluor488, 10 min. actives 0.009% (n = 390,000). Peptidyl-prolyl cis-trans isomerase NIMA-interacting 1 (Homo sapiens), Q13526. Potency, µM (titrated, usually from 115 µM), inactives show top-dose activity, negative = inhibition, hits mostly inhibitors; active means well fitted inhibition curve with a large enough effect in the polarisation, with a control signal flat, not every such curve was filed as active; inconclusive means small, poorly fitted or top-dose-only effect, or effect the other way, or a change in a side signal; inactive means no such curve, though single readings can be large or run the other way; the % refers to the polarisation; further: potency means the concentration at half of the fitted maximal effect; on the % scale 0 is the no-effect control and ±100 the full control effect
Target sequence (Q13526 whole entry, looked up): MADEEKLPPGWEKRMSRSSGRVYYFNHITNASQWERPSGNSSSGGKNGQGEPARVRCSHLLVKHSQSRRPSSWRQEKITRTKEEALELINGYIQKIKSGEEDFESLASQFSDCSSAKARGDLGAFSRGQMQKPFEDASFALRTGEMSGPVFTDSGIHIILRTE
JMJD2A Tudor inh: qHTS Assay for Inhibitors of JMJD2A-Tudor Domain | AlphaScreen JMJD2A-Tudor / H3K4me3 peptide binding | Potency, µM (top dose mostly 114 µM), without a hit: at the top dose activity change, negative = inhibition, hits mostly inhibitors | actives 4.4% (n = 390,000) | AID 504339, 2011; further: potency means the concentration at half of the fitted maximal effect; on the % scale 0 is the no-effect control and ±100 the full control effect; nearly all actives have a fitted effect of over 50% in size
PGK inhibitor: qHTS Assay to Find Inhibitors of Phosphoglycerate Kinase | Phosphoglycerate kinase, glycosomal (Trypanosoma brucei brucei), P07378 | PGK/GAPDH coupled, Kinase-Glo luminescence, 60 min | Potency, µM (top dose mostly 57.5 µM), inactives show at the highest dose activity change, negative = inhibition, actives largely listed as inhibitors | actives 0.043% (n = 380,000) | AID 602233, 2012; further: potency means the concentration at half of the fitted maximal effect; on the % scale 0 is the no-effect control and ±100 the full control effect; nearly all actives have a fitted effect of over 60% in size
Target sequence (P07378 whole entry, looked up): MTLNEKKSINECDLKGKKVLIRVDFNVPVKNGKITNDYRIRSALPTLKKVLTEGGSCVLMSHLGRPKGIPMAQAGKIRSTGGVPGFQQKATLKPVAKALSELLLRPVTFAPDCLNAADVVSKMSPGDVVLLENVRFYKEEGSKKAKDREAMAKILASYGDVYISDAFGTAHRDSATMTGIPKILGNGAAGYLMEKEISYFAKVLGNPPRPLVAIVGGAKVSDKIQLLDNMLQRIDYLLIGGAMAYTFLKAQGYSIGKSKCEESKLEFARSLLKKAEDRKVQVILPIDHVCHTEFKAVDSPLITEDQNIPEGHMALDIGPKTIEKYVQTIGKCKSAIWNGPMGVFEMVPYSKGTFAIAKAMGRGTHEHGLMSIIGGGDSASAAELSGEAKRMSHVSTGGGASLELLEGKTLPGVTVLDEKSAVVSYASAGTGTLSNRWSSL
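Luminescent ATP detection (Kinase-Glo Plus) follows a 60-minute room-temperature incubation, with wells lacking PGK as controls. Buffer: 100 mM TEA (pH 7.6), 5 mM MgCl2, 0.01% Tween-20. Coupling enzyme GAPDH (100 nM final) supplies unstable 1,3-BPG in-well.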
BAZ2B block: qHTS Assay for Inhibitors of BAZ2B; Bromodomain adjacent to zinc finger domain protein 2B (Homo sapiens), Q9UIF8; AlphaScreen BAZ2B-H3K14Ac peptide displacement; Potency, µM (highest dose often 114 µM), for inactives: at the highest dose activity change, negative = inhibition, hits mostly inhibitors; actives 4.4% (n = 360,000); further: potency means the concentration at half of the fitted maximal effect; on the % scale 0 is the no-effect control and ±100 the full control effect; nearly all actives have a fitted effect of over 60% in size
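Complex of BAZ2B and biotin-H3K14Ac (50 nM apiece) forms over 30 min at RT, then faces library compounds up to 110 uM for another 30 min; AlphaScreen beads added, 20 min dark incubation, luminescence read.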
ERG Ets-DNA blk: qHTS for Small Molecule Inhibitors of the ERG Ets/DNA interaction; Transcriptional regulator ERG (Homo sapiens), P11308; fluorescence polarization, His-ERG Ets domain / labelled DNA; Potency, µM (series often up to 76.9 µM), for the others: top-dose FP activity, negative = inhibition, actives largely listed as inhibitors; actives 0.028% (n = 370,000); AID 624246, 2012; active means well fitted inhibition curve with a large enough effect in the polarisation, with a control signal flat; inconclusive means small, poorly fitted or top-dose-only effect, or effect the other way, or a change in a side signal; inactive means no such curve, though single readings can be large or run the other way; the % refers to the polarisation;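 further: polarization taken with two DNA probes labelled with fluorescein and Texas red; potency means the concentration at half of the fitted maximal effect; % of control where 0% means no effect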
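His-tagged ERG Ets domain (1 uM in the protein solution; 300mM KCl, 50mM Tris-HCl, 1mM EDTA, 1mM DTT, pH 7.5) received compound, then a probe mix of 5 nM fluorescein-DNA and 100nM Texas-615-DNA. Fluorescence polarization was read for both dyes.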
HP1b binding inh: HTS for Inhibitors of HP1-beta Chromodomain Interactions with Methylated Histone Tails; actives 0.56% (n = 390,000); Chromobox protein homolog 1 (Homo sapiens), P83916; Potency, µM (doses to about 114 µM), inactives show at the highest dose activity change, negative = inhibition, usual class: inhibitors; AlphaScreen HP1-beta / biotin-H3K9me3 peptide binding; AID 540317, 2011; further: potency means the concentration at half of the fitted maximal effect; nearly all actives have a fitted effect of over 70% in size; inactives centre near 23
Target sequence (P83916 whole entry, looked up): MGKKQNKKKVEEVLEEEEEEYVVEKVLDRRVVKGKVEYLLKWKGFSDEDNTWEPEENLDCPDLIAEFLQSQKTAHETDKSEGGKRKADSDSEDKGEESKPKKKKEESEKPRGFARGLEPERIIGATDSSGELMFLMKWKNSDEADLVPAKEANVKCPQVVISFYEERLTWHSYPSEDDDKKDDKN
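HP1-beta protein (50 nM final) preincubated 30 min at room temperature with biotinylated H3(1-18)K9me3 peptide (50 nM) in PBS pH 7.4, 0.01% Tween-20, then compound added for 30 min. AlphaScreen streptavidin donor/nickel chelate acceptor beads (10 ug/mL final), 30 min dark, luminescence read.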
* = called active by the depositor; i = inactive; ? = inconclusive; . = no result given; & = joins results of further samples; [ ] = remark or other dose. Unless noted, the call rests on the fitted dose curve; in most records, active means well fitted curve in the direction sought with a large enough effect; inconclusive means small, poorly fitted or top-dose-only effect, or another doubt; inactive means no such curve, though single readings can be large; an effect the other way counts as inactive or inconclusive.

SMILES	PI4K2A inh	G9a inh	GLS inhibitor	Pin1 inhibitor	JMJD2A Tudor inh	PGK inhibitor	BAZ2B block	ERG Ets-DNA blk	HP1b binding inh
Cc1ccc(P(=O)(CO)c2ccc(C)cc2)cc1	-3	-15%	3%	0%	-10%	5%	10%	3%	13%
COc1ccc(C(=O)NCC2CCCCC2)cc1S(=O)(=O)N1CCCC1	13	-37%[12.7 µM]	-6%	1%	9%	-1%	0%	5%	27%
CCC(C)C(=O)Nc1ccc([N+](=O)[O-])cc1OC (stereo unspecified)	-5	-4%	1%	-5%	-10%	-7%	-25%	-1%	21%
O=C(Cc1cccs1)Nc1nnc(SCC(=O)N2CCCCC2)s1	8	-32%[12.7 µM]	4%	-2%	-13%[57.1 µM]	3%	-29%	-2%	22%
Cc1nn(-c2ccccc2)c(C)c1NC(=O)Cc1cccs1	-2	?	-1%	-1%	-22%	0%	-38%	-2%	38%
Cc1nc(S(=O)(=O)Nc2ccc3c(c2)OCCO3)cn1C	4	?	0%	-1%	-1%	i	?	3%	27%
Cc1cc(NC(=O)c2ccc(F)cc2)n(-c2ccccn2)n1	3	24%	-7%	27%	-10%	i	41%[activator]	1%	64%[activator]
CC1=C(C(=O)Nc2ccccc2)C(c2ccccc2)N2C(=O)CSC2=N1 (stereo unspecified)	?	-4%[59 µM]	2%	15%	-25%	-6%	0%	3%	26%
O=C(COC(=O)Cc1ccc(Br)cc1)NCc1ccc(F)cc1	-8	-5%	-13%	0%	-15%	-6%	2%	3%	17%
Cc1cccc(NC(=O)CN2C(=O)N/C(=C/c3cc(C)n(-c4ccncc4)c3C)C2=O)c1	2	1%	11%	24%	-28%	0%	-35%	-3%	11%
CNC(=O)c1cccc(NC(=O)CCCNC(=O)c2ccc(Cl)cc2)c1	-7	?	-4%	-1%	-12%	6%	8%	0%	36%
CCOc1ccc(NC(=O)CN(C)C(=O)c2cccnc2SC)cc1OCC	3	.	-21%	-11%	-7%	i	-3%	1%	25%
C=CCSc1nc(-c2ccc3c(c2)OCO3)cc(C(F)(F)F)c1C#N	3	.	0%	-6%	3%	i	36%[activator]	-9%	54%[activator]
O=C(Nc1ccc(NC(=O)c2ccco2)nc1)c1ccccn1	-18	?	-13%	0%	-32%	-22%	?	-5%	16%
CCc1cc(=O)oc2cc3occ(C)c3cc12	4	-2%[59 µM]	7%	1%	-12%	-1%	-6%	-6%	16%
Cc1ccc(NC(=O)CC(C)S(=O)(=O)c2ccc3c(c2)NC(=O)CO3)c(Cl)c1 (stereo unspecified)	-12&4	1%[59 µM]	-3%&-6%	-1%&-4%	-14%&4%	-10%&-4%	-2%&-2%	-2%&3%	47%&30%[activator]
CC(C)CCNC(=O)CCCC1=NS(=O)(=O)c2ccccc2N1	-2	-14%	0%	3%	-8%	i	4%	0%	34%
Cc1ccc(C(c2sc3nc(-c4ccco4)nn3c2O)N2CCC3(CC2)OCCO3)cc1 (stereo unspecified)	53	-27%[59 µM]	2%	-8%	-9%	9%	-23%	1%	27%
COCCCN(C(=S)NC(=O)c1ccc(Br)cc1)c1c(N)n(Cc2ccccc2)c(=O)[nH]c1=O	0	50µM*	6%	1%	-25%	-5%	-9%	2%	-14%
COc1ccc(NC(=O)c2ccco2)cc1NC(=O)COc1ccc(Cl)c(C)c1	0	12%[59 µM]	-1%	1%	-2%	3%	3%	0%	32%
O=C(NCC(c1ccco1)N1CCCC1)c1cccc(S(=O)(=O)Nc2ccc(Br)cc2)c1 (stereo unspecified)	-2	.	-1%	-5%	?	-2%	?	0%	21%
Cc1cccc(N2CCN(C(=O)c3ccccc3OCc3c(C)noc3C)CC2)c1C	3	-18%	9%	0%	-30%	2%	-7%	-9%	6%
c1ccc(-c2cnc(C3CCCCC3)o2)cc1	-12	.	-13%	-4%	53%[activator]	-9%	.	4%	22%[57 µM]
O=C(CCn1nnnc1CN1CCOCC1)N1CCC(c2ccccc2Cl)C1 (stereo unspecified)	1	68%[activator]	2%	-4%	-2%	i	-2%	-4%	27%
CC(=O)c1sc2nc(-c3ccc(C)cc3)c3c(c2c1N)CCCC3	-1	8%	11%	14%	-4%	-4%	2%	2%	62%[activator]

The listing continues.
SMILES	PI4K2A inh	G9a inh	GLS inhibitor	Pin1 inhibitor	JMJD2A Tudor inh	PGK inhibitor	BAZ2B block	ERG Ets-DNA blk	HP1b binding inh
C=CCNC(=O)C1(c2ccccc2)CC1(Cl)Cl (stereo unspecified)	6	-18%[59 µM]	-4%	1%	11%	-2%	-15%	9%	26%
COc1ccc(S(=O)(=O)Nc2nnc(CC(C)(C)C)s2)cc1	0	35µM*	6%	-2%	5%	4%	-30%	3%	4%
CCOc1ccc(NC(=O)C(=O)NCCCn2ccnc2)cc1	2	-13%[59 µM]	-8%	-2%	-1%	-7%	2%	.	22%
Cc1ccc(C(=O)N/C(=C\c2ccc(-c3ccc(Br)cc3)o2)C(=O)NC2CCS(=O)(=O)C2)cc1 (stereo unspecified)	0	8%[59 µM]	1%	2%	-23%[57.1 µM]	-7%	-5%	1%	42%[activator]
CC(Sc1nc2ccccc2s1)C(=O)NC1CCCc2ccccc21 (stereo unspecified)	2	69%[activator][59 µM]	7%	7%	22%	7%	8%	-3%	75%[activator]
CC(=O)n1cc([C@@H]2C=C(C(=O)N3CCN(Cc4ccc5c(c4)OCO5)CC3)O[C@H](OCc3ccc(CO)cc3)C2)c2ccccc21	-1	?	8%	41%[activator]	?	i	-38%	0%	-6%
COc1ccc(CC(=O)NCC(=O)NCc2cc(=O)n(C)c(=O)n2C)cc1	-3	8%	9%	1%	-11%	-8%	-1%	-9%	36%
Cc1cc(N2CCN(C)CC2)nc2ccc(NC(=O)c3ccc(Br)o3)cc12	6	-26%[12.7 µM]	17%	-4%	-15%	-1%	-13%	5%	10%
Cc1ccc(NC(=O)Cn2cccc2)cc1C	3	?	-9%	-1%	-24%	i	?	-6%	10%
Cn1c(=O)c2sccc2n2c(CCCC(=O)NC3CCN(Cc4ccccc4)CC3)nnc12	7	.	-8%	-1%	4%	-4%	-2%	-3%	39%[activator]
Cc1ccc(CN2CC(C(=O)NCC(=O)Nc3c(C)cccc3C)CC2=O)cc1 (stereo unspecified)	2	-19%	-8%	7%	-6%	i	-11%	15%	18%
O=C(NCc1ccccc1)c1onc(CS(=O)(=O)c2ccc(Cl)cc2)c1C(=O)NCc1ccccc1	6	-20%[2.33 µM]	-2%	-4%	-4%	i	-2%	5%	41%[activator]
N#Cc1cc([N+](=O)[O-])ccc1NC(=O)COC(=O)C1CC2CCCC(C1)C2=O (stereo unspecified)	3	?	5%	-4%	-12%	7%	6%	2%	15%
O=C(NCCc1nc(-c2ccc(F)cc2)no1)c1ccc(F)cc1	5	22%[12.7 µM]	-10%	8%	4%	i	33%[activator]	-6%	41%[activator]
O=C(Nc1ccccc1O)c1ccc([N+](=O)[O-])cc1	-5	11%	16%	-2%	-12%	i	-3%	-3%	53%[activator]
COc1ccc(C(C[N+](=O)[O-])c2c(C)cc3ccccn23)c(OC)c1 (stereo unspecified)	2	40µM*	?	13%	-23%	6%	-39%	25%	-17%

Structural class: those above with bromine (5)
SMILES	PI4K2A inh	G9a inh	GLS inhibitor	Pin1 inhibitor	JMJD2A Tudor inh	PGK inhibitor	BAZ2B block	ERG Ets-DNA blk	HP1b binding inh
O=C(COC(=O)Cc1ccc(Br)cc1)NCc1ccc(F)cc1	-8	-5%	-13%	0%	-15%	-6%	2%	3%	17%
COCCCN(C(=S)NC(=O)c1ccc(Br)cc1)c1c(N)n(Cc2ccccc2)c(=O)[nH]c1=O	0	50µM*	6%	1%	-25%	-5%	-9%	2%	-14%
O=C(NCC(c1ccco1)N1CCCC1)c1cccc(S(=O)(=O)Nc2ccc(Br)cc2)c1 (stereo unspecified)	-2	.	-1%	-5%	?	-2%	?	0%	21%
Cc1ccc(C(=O)N/C(=C\c2ccc(-c3ccc(Br)cc3)o2)C(=O)NC2CCS(=O)(=O)C2)cc1 (stereo unspecified)	0	8%[59 µM]	1%	2%	-23%[57.1 µM]	-7%	-5%	1%	42%[activator]
Cc1cc(N2CCN(C)CC2)nc2ccc(NC(=O)c3ccc(Br)o3)cc12	6	-26%[12.7 µM]	17%	-4%	-15%	-1%	-13%	5%	10%
